hcGAS lum: human cGAS inhibition | Q8N884 | inhibition, % at 12.5 µM | recombinant h-cGAS, ATP depletion, Kinase-Glo luminescence | actives 0.081% (n = 290,000) | AID 1259398;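 further: 0% = vehicle reaction and 100% = reaction without DNA for no activity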
Target sequence (Q8N884 whole entry, looked up): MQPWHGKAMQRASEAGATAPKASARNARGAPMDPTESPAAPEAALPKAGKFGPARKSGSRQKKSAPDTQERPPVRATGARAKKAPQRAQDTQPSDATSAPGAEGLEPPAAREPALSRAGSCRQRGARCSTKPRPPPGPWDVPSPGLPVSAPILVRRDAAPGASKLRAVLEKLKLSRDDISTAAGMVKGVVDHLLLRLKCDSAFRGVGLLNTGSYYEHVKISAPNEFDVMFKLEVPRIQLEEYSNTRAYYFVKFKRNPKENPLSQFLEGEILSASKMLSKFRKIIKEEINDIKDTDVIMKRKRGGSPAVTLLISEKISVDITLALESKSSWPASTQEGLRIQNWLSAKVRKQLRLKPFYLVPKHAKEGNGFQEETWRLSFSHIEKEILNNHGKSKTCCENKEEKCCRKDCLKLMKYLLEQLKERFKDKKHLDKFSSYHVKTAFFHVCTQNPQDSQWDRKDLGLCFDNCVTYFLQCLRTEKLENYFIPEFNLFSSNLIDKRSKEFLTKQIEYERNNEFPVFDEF
mcGAS inh: inhibitors of mouse cGAS; inhibition, % at 12.5 µM; recombinant cGAS, Kinase-Glo ATP depletion luminescence; actives 0.15% (n = 160,000); Q8C6L5;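 further: 0% = negative control wells and 100% = reference inhibitor with no enzyme activity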
NPYLR7 agonist: mosquito NPYLR7 agonism. activation, % at 10 µM. HEK293T NPYLR7/Galpha15, GCaMP6s calcium fluorescence. actives 0.15% (n = 270,000). AID 1259423; in the data active means activation above about 40%;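 further: 0% = vehicle and 100% = reference agonist at the receptor; some compounds past the cut are filed as inactive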
Numbers without * were called inactive; . = not tested or not shown; & = joins results of further samples. Unless noted, no stated cut-off is given here; in the data, active means inhibition above about 40%; inactive means the rest. Compounds as they come (roughly 0.29% active in at least one column).

smiles | hcGAS lum | mcGAS inh | NPYLR7 agonist
COc1ccc(Cn2cnc3c4ccccc4n(CC(=O)Nc4cccc(C)c4)c3c2=O)cc1 | -2.6 | -6.6 | 4.6
CCN(CC)C(=O)[C@@H]1C[C@@H](N)CN1S(=O)(=O)N1CCOCC1 | -4.4 | . | 3.5
N#CC1C(=N)Oc2cc3c(cc2C1c1ccc(Cl)cc1)OCO3 (stereo not given) | -8.6 | . | 3.4
CCCSc1ncccc1C(=O)NC(Cc1ccccc1)C(=O)OC (stereo not given) | -7.5 | -3.6 | -7.8
CC(C)(C)C(=O)Nc1nc(CC23CC4CC(CC(C4)C2)C3)cs1 | -6.9 | . | 3.0
Cc1cccc2[nH]c(CCN(C)C(=O)CC3C(=O)NCCN3CC(C)C)nc12 (stereo not given) | -4.7 | . | 8.9
COc1cccc(-n2ccc3nc4ccn(CCO)c(=O)c4cc3c2=O)c1 | -8.2 | -5.1 | -1.5
CCN(Cc1nc2ccccc2c(=O)[nH]1)C(=O)C=Cc1cccc2ccccc12 | -15.0 | . | 15.4
CCn1nc(C)c(CN2CCC(n3nccc3NC(=O)Cc3ccccc3)CC2)c1C | -8.7 | . | 0.2
COC(=O)c1c(F)cc(C#N)cc1NC(CO)Cc1ccccc1 (stereo not given) | -1.3 | 1.2 | -3.0
CCCc1nc(N2CCN(C(=O)c3ccc(Br)cc3)CC2)c2c(C)nn(-c3ccccc3)c2n1 | -4.4 | -3.1 | -0.7
COc1ccc(CC(=O)N2CCC[C@@H]2C(=O)NC2CCCC[C@H]2N(Cc2cccc(C)c2)C(=O)c2ccc(OC)cc2)cc1 (stereo not given in full) | -5.8 | -6.7 | -4.5
CC(=O)N1CCC(C(=O)N2CCN(C3c4ccccc4CCc4ccccc43)CC2)CC1 | -5.0 | -5.9 | -4.3
CC(C)(C)c1ccc(NC(=O)N2CC(=O)N3CCc4ccc(F)cc4C3C2)cc1 (stereo not given) | -6.4 | -6.8 | -1.4
COc1ccc(-n2c(CCC(=O)NCc3cccc(Cl)c3)ccc2-c2ccc(Cl)cc2)cc1 | -6.7 | -8.2 | 0.8

Gathered by group, the entries above with sulfur
smiles | hcGAS lum | mcGAS inh | NPYLR7 agonist
CCN(CC)C(=O)[C@@H]1C[C@@H](N)CN1S(=O)(=O)N1CCOCC1 | -4.4 | . | 3.5
CCCSc1ncccc1C(=O)NC(Cc1ccccc1)C(=O)OC (stereo not given) | -7.5 | -3.6 | -7.8
CC(C)(C)C(=O)Nc1nc(CC23CC4CC(CC(C4)C2)C3)cs1 | -6.9 | . | 3.0

(listing goes on)
smiles | hcGAS lum | mcGAS inh | NPYLR7 agonist
CCCc1nn(-c2ccc(F)cc2)c(CC)c1C(=O)NCc1ccncc1 | -7.4 | 16.0 | 32.4
COc1ccc(C(=O)Oc2cccc(-c3nc4cc(C)ccn4c3NCc3ccccc3)c2)cc1 | -4.2 | -3.6 | 12.0
O=C(c1ccc(Br)cc1)N(Cc1cccc(OS(=O)(=O)c2ccc(F)cc2)c1)Cc1ccco1 | -1.0 | -4.9 | 22.7
CC(C)N(Cc1ccccc1)CC(O)COCc1ccccc1Cl (stereo not given) | -4.9 | . | 9.0
COc1ccc(OCCSc2nc3ccccc3n2CCOc2ccccc2)cc1 | 1.7 | 1.6 | -13.1
CCCCCCn1c(CN2CCCCC2CC)nc2c1c(=O)n(C)c(=O)n2C (stereo not given) | -2.7 | . | -1.4
CCN1/C(=C\C=C(\C#N)C(=O)Nc2ccccc2)C=Cc2cc(C)ccc21 | -9.3 | . | 3.0
CSc1nc2cc(Oc3ccc4ccccc4c3Br)c(Cl)cc2[nH]1 | -4.9 | -4.5 | 4.9
COc1ccc(CN2CCCC(CNC(=O)c3ccc(F)cc3)C2)c(F)c1 (stereo not given) | -4.4&-3.6 | -3.1 | 19.1&1.7
O=C(NCc1ccco1)N(C(=O)c1c2c(nc3ccccc13)CCNC2)c1ccccc1 | -7.6 | . | 0.1
CN(Cc1nc(-c2cccnc2)no1)C(=O)CC1COCCN1 (stereo not given) | -2.8 | . | 11.6
CN(C(=O)c1ccsc1)C(Cc1ccccc1)C1CCN(C(=O)C2=CCCC2)CC1 (stereo not given) | -4.9 | -24.7 | 4.5
Cc1cc(C(=O)N(Cc2ccco2)c2nc3c(F)cccc3s2)n(C)n1 | -6.1 | . | 9.5
COc1ccccc1/C=C/C=C1\N=C(c2ccc(C)c([N+](=O)[O-])c2)OC1=O | 0.2 | 0.7 | 1.5
COc1ccc(S(=O)(=O)N(Cc2nccn2Cc2c(C)cc(C)cc2C)C(C)C)cc1 | 1.2 | -0.9 | 1.3

(cont.)
smiles | hcGAS lum | mcGAS inh | NPYLR7 agonist
CCc1cc2c(-c3nn4c(-c5ccc(OC)c(OC)c5)nnc4s3)csc2s1 | 1.2 | . | -4.4
CCCCN(CC(=O)N1CCc2sccc2C1c1ccc(Cl)cc1Cl)C(=O)c1ccc(Cl)c(Cl)c1 (stereo not given) | 2.9 | -5.0 | -1.4
O=C(O)c1cc2ccccc2c(OCC(F)(F)F)n1 | 10.3 | 5.4 | -2.8
CC(C)/C=C/C(=O)N1CCC(N2CCC(C(=O)NCC3CCCO3)CC2)CC1 (stereo not given) | -6.8&-1.4 | -4.0 | 4.0&-0.9
CCOC(=O)c1c(NC(=O)CN2C(=O)C3CC=C(Cl)CC3C2=O)sc2c1CCCCC2 (stereo not given) | -5.1 | -5.9 | -11.8
Cc1cc(C)c(NC(=O)CN(C)S(=O)(=O)c2c(C)noc2C)c(C)c1 | -2.0 | -6.4 | 0.9
O=C(NCC(F)(F)F)c1cncn1-c1cccc(-c2cccc(Cl)c2)c1 | -3.6 | -2.8 | 16.6
COCCN(CC(=O)Nc1nc(CC(=O)O)cs1)C(=O)c1ccc(Cl)cc1Cl | 2.1 | 0.0 | -3.9
COCCN(CCOC)c1nc(-c2ccc(Oc3ccccc3)cc2)nc2ccccc12 | -4.0 | -5.0 | 0.5
CONC(=O)c1ccc(CNC(=O)C23CC4CC(CC(C4)C2)C3)cc1 | 7.9 | . | -7.9
Cc1nn2c(NCCCn3ccnc3)cc(C(C)(C)C)nc2c1-c1ccccc1 | 4.2 | 2.7 | -0.6
Cc1ccc2nc(Nc3nc(C)cc(-c4ccccc4)n3)[nH]c(=O)c2c1 | -3.2 | . | 1.7
Cc1ccccc1C(=O)Nc1ccc2c(c1)S(=O)(=O)N=C(c1ccco1)N2c1ccc(F)cc1 | 1.3 | . | -3.7
Cc1cc(=O)[nH]c(NN=Cc2c[nH]c3ccccc23)n1 | -0.2 | -2.3 | 4.3
CCC(C)NC(=O)c1c(C)nn(-c2ccc(F)cc2)c1C (stereo not given) | -4.3 | . | -1.2

The list continues.
smiles | hcGAS lum | mcGAS inh | NPYLR7 agonist
COc1cccc(C(CN2CCN(C(=O)C=C(C)C)CC2)OCc2cccc(Cl)c2)c1 (stereo not given) | -4.2 | -6.1 | .
COCCN1C(=O)N(Cc2cccnc2)C(=O)C12CCN(Cc1ccccc1-c1ccco1)CC2 | -18.4 | -5.5 | 16.2
Cc1ccccc1C(=O)NC(C(=O)Nc1cc(Cl)ccc1Cl)C(C)C (stereo not given) | -12.3 | -18.2 | -2.7
COc1ccc(C(=O)NCc2ccc(N3CCS(=O)(=O)CC3)cc2)cc1F | -4.0 | -6.2 | 6.1
Cc1nccn1CCC(NC(=O)c1ccc(=O)n(C)c1)c1ccccc1 (stereo not given) | -2.3 | -13.2 | 1.7
Cc1ccc(-c2nc3cc(C)ccn3c2NC(C)(C)CC(C)(C)C)cc1 | -6.3 | -6.8 | -3.1
COCCCNC(=O)[C@@H](C)N1Cc2ccc(-c3cccc(F)c3)nc2C1=O | -5.0 | -6.9 | -13.9
CCc1nc2ccc(C(=O)Nc3cccc(OC)c3)cn2c1N(C)C(=O)c1cccc(OC)c1 | -1.4 | 2.1 | -4.1
CCOc1ccc(C(=O)Nc2ccc(-c3nc4cc(C)ccc4o3)cc2)cc1 | -1.9 | -4.4 | -0.2
COc1ccc2c(C)c(C(=O)NCc3cc(CC(C)C)on3)oc2c1 | -6.3 | . | -3.6
CC(C)OC(=O)CCCCCN1C(=O)CSC1=S | -5.4 | . | 3.5
COc1ccc(-c2ccccc2)cc1-n1c(-c2cc(-c3ccccc3)nc3ccccc23)n[nH]c1=S | 1.2 | -4.3 | -3.5
CNC(=O)C[C@H]1c2cccnc2C(=O)N(Cc2ccccc2)[C@@H]1C(=O)NC | -0.7 | -6.6 | 3.7
CCC(=O)N1c2ccccc2N=C2CC(C)(C)CC(=O)C2C1c1ccc2c(c1)OCO2 (stereo not given) | -0.2 | -1.2 | -1.8
Fc1ccc(CSCc2csc(-c3ccc(Cl)cc3)n2)cc1 | -6.0 | -5.5 | 1.6

Next section
smiles | hcGAS lum | mcGAS inh | NPYLR7 agonist
Cc1nc(C(=O)NCc2cccc(OC(F)(F)F)c2)cs1 | -2.4 | -3.4 | -1.7
CCOc1ccc(C=C2C(=O)NC(=S)NC2=O)cc1OC | 3.2 | . | 7.0
c1ccc2c(c1)CCN2c1ncnc2c1nc1n2CCCCC1 | -4.6 | . | 3.0
COc1ccc(C=C2CCCC3=C2NC(NC#N)=NC3c2ccc(OC)cc2)cc1 (stereo not given) | -5.0 | . | 6.2
O=C(Nc1nnc(C2CC2)s1)c1cccs1 | -3.3 | . | -7.1
O=S(=O)(NC1CCCc2ccccc21)c1ccc(Br)cc1 (stereo not given) | 1.1 | -1.8 | 3.0
CCCNC(=O)NCC(=O)N(C)Cc1ccc(Br)cc1 | -5.0 | . | 0.5
CN(Cc1cccc2c1OCCO2)C1CCCN(c2cccnn2)C1 (stereo not given) | -14.1 | . | 4.7
CC1(C(=O)NCc2cccs2)CCN1Cc1ccccc1Cl (stereo not given) | -8.7 | . | 4.0
Cc1cccc(C2CCCN2C(=O)NC(C)Cc2ccc(O)cc2)c1 (stereo not given) | -6.5 | . | 3.7
C[C@H](C(=O)NCCOc1ccccc1)N1Cc2ccc(Nc3ncccn3)nc2C1=O | -6.2 | . | 5.9
O=C(NCc1ccco1)c1cccnc1Nc1cccc(Cl)c1 | -6.5 | -3.4 | 2.1
COc1cccc(Cc2nsc(N3CCN(C(=O)C(Cl)Cl)CC3)n2)c1 | -11.3 | -3.8 | 26.2
COCCN(Cc1cccc(OS(=O)(=O)c2ccc(F)cc2)c1)C(=O)Nc1ccc(Cl)cc1Cl | 1.0 | -0.6 | -13.4
CCn1cnnc1C(C)Nc1ncc2c(n1)CCN2c1ccccc1 (stereo not given) | -10.5 | . | 12.4

Additional records.
smiles | hcGAS lum | mcGAS inh | NPYLR7 agonist
Cc1nc(CN2CCC(CNc3cncc(Cl)n3)CC2)oc1C | -4.2 | . | 8.3
CCn1cc(C(CC(=O)NCc2ccc3c(c2)OCO3)c2cc(OC)cc(OC)c2)c2ccccc21 (stereo not given) | 3.0 | 0.6 | 2.9
Cc1cc2cc(CNC(=O)Nc3c[nH]c4ccccc34)ccc2[nH]1 | 1.5 | 0.6 | -3.9
CC(c1ccccc1)n1cnc2c1C(=O)c1ccccc1C2=O (stereo not given) | -3.8 | . | 3.3
Nc1ccc(NCC2CCCO2)c(C(=O)O)c1 (stereo not given) | -7.3 | . | 3.5
Cc1ccc(C)c(C(=O)OCC(=O)N2CC(C)CC(C)C2)c1 (stereo not given) | -2.7 | . | 0.7
O=C(c1ccc(N2CCCCC2)cc1)N1CCc2c([nH]c3ccccc23)C1c1ccccn1 (stereo not given) | -2.6 | -13.3 | 15.7
CCn1cc(C(=O)N2CCc3[nH]nc(-c4ccc(F)c(F)c4)c3C2)cn1 | -3.5 | -10.1 | 4.9
CC(C)n1cnnc1CN(C)C(=O)c1ccc(CSc2ncccn2)o1 | 2.1 | . | -5.1
O=C(CC(NCCC1=CCCCC1)C(=O)O)Nc1cccnc1 (stereo not given) | -7.9 | -9.2 | -1.6
CCCCc1ccc(C(=O)N(CC)CC(=O)Nc2cc(C(C)(C)C)nn2-c2cccc(C)c2)cc1 | -0.4 | -1.8 | 4.9
CC(C)c1nnsc1CN1C[C@H]2C[C@H](O)[C@@H](O)C[C@H]2C1 | -3.8 | . | 3.4
Cc1cc(C(F)(F)F)c(C#N)c(SCC(=O)NC2CC2)n1 | -8.7 | . | -7.5
CS(=O)(=O)N1CCN=C1SCc1cccnc1 | -4.4 | -6.1 | 2.1
Cc1cccc2c1C(NC(=O)Cc1c(C)nn(-c3ccccc3)c1C)C(=O)N2 (stereo not given) | -0.9 | . | 2.7

Other structures:
smiles | hcGAS lum | mcGAS inh | NPYLR7 agonist
C[N+]1(C)C2CC(OC(=O)[C@@H](CO)c3ccccc3)CC1C1OC12 (stereo not given in full) | -5.5&-4.8 | . | -7.3&-4.0
CN1CCN(c2ncnc3c2nc2n3CCCCC2)CC1 | -0.8 | . | 4.1
Cc1ccc2c(c1)CCCN2C(=O)CCCn1nc(-c2ccco2)ccc1=O | -6.7 | -7.0 | 3.5
Cc1ccc2c(c1)N(C(=O)Cn1c3ccccc3c3ncn(Cc4ccccc4)c(=O)c31)CCO2 | 1.1 | -0.3 | -5.0

Three successive entries from above, quoted:
smiles | hcGAS lum | mcGAS inh | NPYLR7 agonist
CS(=O)(=O)N1CCN=C1SCc1cccnc1 | -4.4 | -6.1 | 2.1
Cc1cccc2c1C(NC(=O)Cc1c(C)nn(-c3ccccc3)c1C)C(=O)N2 (stereo not given) | -0.9 | . | 2.7
C[N+]1(C)C2CC(OC(=O)[C@@H](CO)c3ccccc3)CC1C1OC12 (stereo not given in full) | -5.5&-4.8 | . | -7.3&-4.0
